Source: PubChem (several laboratories)
ERa coact inh = ER-alpha (human) coactivator binding inhibition. P03372. TR-FRET ER-alpha LBD / SRC-1 peptide, estradiol-bound. inhibition, % at 25.6 µM. hit rate 1.7% among 86,000. AID 629; in the data active means inhibition above about 50%;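 further: 0% = receptor plus peptide control and 100% = peptide only without receptor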
CD11b adhes enh = CD11b/CD18-fibrinogen binding enhancement. hit rate 0.07% among 93,000. activation, % at 10 µM. K562 CD11b/CD18 adhesion to fibrinogen, ATPlite luminescence. AID 1499;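 active means 10 µM primary screen giving 50% or more activity, confirmed by 40% or more on retest at that dose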; further: strong numbers were not always called active
ERa coact pot = enhances coactivator binding to human estrogen receptor alpha; AID 639; P03372; hit rate 1.3% among 86,000; coactivator binding (% of control), % at 25.6 µM; TR-FRET ERalpha-LBD/SRC-Cy5 coactivator binding, 2 h; 100 = basal binding, no effect; in the data active means activity above about 200%;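 further: binding measured in presence of low estradiol as agonist stimulus; 0% = peptide alone without receptor and 100% = receptor with peptide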
FAK blocker = inhibitors of human focal adhesion kinase | biochemical FAK kinase activity assay | Q05397 | hit rate 0.84% among 97,000 | inhibition, %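 (tested at 7 µM)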; in the data active means inhibition above about 19%;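 further: 0% = DMSO and 100% = reference compound high control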
CD11b adhes inh = blocks human CD11b/CD18 adhesion to fibrinogen; K562 CD11b/CD18 adhesion to fibrinogen, ATPlite luminescence; Mn2+ added to activate the integrin; inhibition, % at 10 µM; P05107+P11215; hit rate 0.54% among 93,000;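 active means primary inhibition of 50% or more at 10 µM, then 40% or more on retest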; further: some results filed as inactive read as strong as hits
Plk1 PBD FP = inhibitors of human Plk1 polo box domain binding. P53350. Plk1 PBD phosphopeptide binding, fluorescence polarization. inhibition, %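 (tested at about 20 µM)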. hit rate 0.13% among 97,000; in the data active means inhibition above about 34%, passing the limit was not always enough
Target sequence (P53350 whole entry, looked up, the tested form may be a part): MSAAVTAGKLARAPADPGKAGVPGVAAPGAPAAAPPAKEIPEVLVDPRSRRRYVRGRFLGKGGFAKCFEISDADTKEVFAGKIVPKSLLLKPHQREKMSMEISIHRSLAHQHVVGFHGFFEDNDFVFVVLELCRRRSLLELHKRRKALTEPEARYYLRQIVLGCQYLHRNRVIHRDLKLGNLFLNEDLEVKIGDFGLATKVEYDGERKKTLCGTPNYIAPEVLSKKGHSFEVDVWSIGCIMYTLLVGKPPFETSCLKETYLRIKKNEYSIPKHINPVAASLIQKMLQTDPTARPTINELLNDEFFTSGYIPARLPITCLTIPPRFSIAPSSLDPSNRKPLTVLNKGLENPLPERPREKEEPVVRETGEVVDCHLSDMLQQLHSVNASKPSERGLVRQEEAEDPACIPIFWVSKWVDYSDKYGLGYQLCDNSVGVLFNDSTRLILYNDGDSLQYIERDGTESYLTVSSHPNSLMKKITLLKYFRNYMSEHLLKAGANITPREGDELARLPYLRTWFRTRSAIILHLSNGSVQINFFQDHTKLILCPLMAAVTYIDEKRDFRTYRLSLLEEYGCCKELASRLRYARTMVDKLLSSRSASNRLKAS
HIV Rev-RRE inh = HIV Rev-RRE protein-RNA interaction inhibition; hit rate 0.79% among 97,000; AID 704; Rev peptide-RRE RNA binding, FRET; P05866; inhibition, % at 8 µM;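 active means inhibition above the screen-wide mean plus 3 SD, cut at about 35% in these data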;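 further: 0% = median DMSO wells and 100% = median Neomycin B control wells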
Target sequence (P05866 whole entry, looked up): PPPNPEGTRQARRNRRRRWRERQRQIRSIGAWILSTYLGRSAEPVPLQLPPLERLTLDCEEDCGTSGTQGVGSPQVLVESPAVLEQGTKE
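Test system: Cy5-tagged RRE RNA duplex with fluorescein-tagged Rev peptide | Read-out: % inhibition of FRET ratio versus controls | Probe or stimulus: Labelled Rev peptide | Incubation: 5 min RNA-compound premix plus 15 min binding step, 25 °C | Technique: FRET fluorescence readout | Benchmarks: DMSO low control, neomycin B high control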
ERb coact inh = ER-beta (human) coactivator binding inhibition. hit rate 1.3% among 86,000. inhibition, % at 25.6 µM. Q92731. TR-FRET ER-beta LBD / SRC1-Cy5 peptide binding; receptor agonist-loaded with 1 µM estradiol;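 active means compounds whose percent inhibition of the receptor-coactivator binding signal exceeds about 50% in the single-dose screen, limit read from the data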;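 further: 0% = receptor plus peptide wells without compound and 100% = peptide-only wells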
PLK1 kinase inh = inhibitors of human PLK1 kinase; recombinant PLK1 kinase, TR-FRET peptide phosphorylation; inhibition, % at 10 µM; hit rate 0.53% among 97,000;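 active means inhibition of 50% or more in the single-concentration screen; inactive means inhibition below 50%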;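 further: 0% = DMSO max control and 100% = H-89 dihydrochloride min control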
Numbers without * were called inactive; nt = no result given; [ ] = dose if it differs, or a comment. Random draw from the library; any-hit rate near 4.7%.

SMILES	ERa coact inh	CD11b adhes enh	ERa coact pot	FAK blocker	CD11b adhes inh	Plk1 PBD FP	HIV Rev-RRE inh	ERb coact inh	PLK1 kinase inh
COc1ccc2cc(C(c3nnnn3CC3CCCO3)N3CCOCC3)c(=O)[nH]c2c1 (stereo not drawn)	9	-6	103	nt	4	nt	nt	5	nt
CCOC(=O)C1CCN(C(=O)NC23CC4CC(CC(C4)C2)C3)CC1	-7	-4	132	-4	2	-26	5	-13	-14
O=c1c2cnn(-c3ccc(F)cc3)c2ncn1Cc1ccc(F)cc1	-2[fluorescence artefact?]	nt	119	-1	nt	-3	-2	0[fluorescence artefact?]	-7
Oc1sc(C=Nc2ccccc2)c2ccccc12	nt	6	nt	0	-1	-51	120*[fluorescence artefact?]	nt	-11
COC(=O)CSc1nc2sc(C)c(C)c2c(=O)n1C	3	0	92	3	-21	30	1	1	-10
Cc1cc(C)n(-c2nc(C)nc3c2cnn3-c2ccccc2)n1	16	-3	126	0	-9	-12	12	34	1
CCCc1cc(=O)[nH]c(SCc2nc3ccccc3s2)n1	4	nt	98	4	nt	2	9	3	-8
COc1ccccc1CNC(=O)C/C(C)=N/NC(=O)Cc1ccccc1	nt	nt	nt	0	nt	19	2	nt	-15
O=C(c1ccc(F)cc1)C1CCN(C(=O)Nc2ccc(F)cc2)CC1	8	nt	110	-4	nt	-16	7	-5	-2
COc1ccc(CCNS(=O)(=O)c2ccc(C3CNC(=O)C3)cc2)cc1OC (stereo not drawn)	nt	nt	nt	-2	nt	15	5	nt	-9
COc1ccccc1NC(=O)CSc1nc2ncccc2[nH]1	10[fluorescence artefact?]	4	120	0	3	7	2	9[fluorescence artefact?]	-12
COC(=O)C(O)(CC(=O)Nc1ccc(OC)cc1)C(F)(F)F (stereo not drawn)	-5	nt	105	0	nt	-6	4	1	-13
CCN(Cc1cc2cc(C)ccc2[nH]c1=O)C(=O)c1cccc(OC)c1	-12	3	106[fluorescence artefact?]	-1	-2	-3	7	-8	-3
COc1ccc2cc(CN(CC3COCCO3)S(=O)(=O)c3c(C)cc(C)cc3C)c(=O)[nH]c2c1 (stereo not drawn)	nt	1	nt	-2	-9	0	10	nt	-10
O=C(NCC1CCCO1)C1CCCCN1S(=O)(=O)c1ccc(F)cc1 (stereo not drawn)	5[fluorescence artefact?]	-4	120	nt	10	nt	nt	2[fluorescence artefact?]	nt
Cc1ccc(Nc2oc(C)nc2C#N)cc1	-5	0	111	0	7	15	6	-8	-6
Cc1cc(C2C(C#N)=C(N)OC3=C2C(=O)CC(C)(C)C3)c(C)s1 (stereo not drawn)	-4	nt	94	-9	nt	-4	1	-5	-6
CCN(C(=O)c1cc2ccccc2oc1=O)c1cccc(C)c1	2[fluorescence artefact?]	0	106	0	-21	6	-2	11[fluorescence artefact?]	-5
CS(=O)(=O)Nc1ccccc1Oc1ccccc1	nt	nt	nt	1	nt	12	7	nt	-6
O=S(=O)(Nc1ccc(F)cc1)N1CCCCCC1	-1	1	104	2	-7	4	6	-2	0
Cc1ccc(NC(=O)N(CCCN2CCOCC2)Cc2cc3cc4c(cc3[nH]c2=O)OCO4)cc1	nt	1	nt	-1	2	-26	8	nt	14
CCCCCOc1ccc2oc(=O)c3c(c2c1)CCCN3C(=O)CN1CCCC(C(=O)OCC)C1 (stereo not drawn)	-3	8	86	4	4	-1	1	-15	-7
Cc1cccc(NC(=O)CNc2cc(C)ccc2C)c1	-4	-3	112	4	-6	-9	0	-3	-8
CCc1ccccc1NC(=O)CSc1nnc([C@@H](NC(=O)OC(C)(C)C)C(C)C)o1	-14[fluorescence artefact?]	2	102	-2	0	-10	3	-10	2
CN1CCC(OC(=O)COc2ccccc2)CC1	18	nt	88	8	nt	-10	9	1	-8
COC(=O)C1=C(C)NC2=C(C(=O)C(C(=O)OC)C(c3ccc(OC)cc3)C2)C1c1ccccn1 (stereo not drawn)	nt	0	nt	0	-2	-31	3	nt	-7
CCOC(=O)c1c(C)c(C(=O)NCc2cccnc2)c(C)n1CC	8	3	100	nt	7	nt	nt	-10	nt
O=C(NCc1ccc2c(c1)OCO2)c1ccc(CN2CCOCC2)cc1	-9	-2	101	0	-1	0	1	3	0
COc1ccc(-c2cc(-c3ccc(OC)cc3)[nH]n2)cc1	-3	-3	93	2	2	11	7	-6	-16
CCOCC(=O)Nc1c(C(=O)Nc2ccc(OC)cc2OC)oc2ccccc12	35	6	108	2	3	-21	7	27[fluorescence artefact?]	-6
O=C(O)CC1CCC(=C(Cl)Cl)C1 (stereo not drawn)	15	3	76	4	-1	0	2	24	5
COc1ccc(CNC(=O)C(c2ccc(C)cc2)N(Cc2cccs2)C(=O)c2ccc3c(c2)OCCO3)cc1 (stereo not drawn)	nt	nt	nt	-6	nt	-2	-1	nt	1
CCOc1ccc(Br)cc1S(=O)(=O)Nc1nc(CN2CCOCC2)nc2sc(C)c(C)c12	5	4	91	-2	6	-1	10	-3	-13
CN1CCN(c2nc(-c3ccccn3)nc3ccccc23)CC1	-2	-3	92	-1	1	-4	10	-16	-8
COc1ccccc1Cc1nnnn1CC(=O)O	6	0	111	7	-4	5	8	6	-11
Cc1ccc(Cn2c(SCC(N)=O)nc3c2c(=O)n(C)c(=O)n3C)cc1	17	0	101	-1	-34	23	3	0	-5
COc1ccc2nc(C)cc(Nc3ccc(N4CCOCC4)cc3)c2c1	12[fluorescence artefact?]	-5	97[fluorescence artefact?]	2	-11	7	-3	14[fluorescence artefact?]	-9
N#CC1=C2SCC(O)(c3ccccc3)N2C(=O)CC1c1ccccc1F (stereo not drawn)	-4[fluorescence artefact?]	5	73	1	1	4	1	2[fluorescence artefact?]	-8
NC(=O)CSc1oc(-c2ccc(F)cc2)nc1S(=O)(=O)c1ccccc1	38	0	86[fluorescence artefact?]	nt	-5	nt	nt	6[fluorescence artefact?]	nt
O=C(O)c1ccc(-c2ccccc2Cl)o1	-9	nt	115	0	nt	-14	8	-5	-5

Whole records, quoted from the list:
O=C(O)c1ccc(-c2ccccc2Cl)o1 is listed as ERa coact inh: -9; CD11b adhes enh: nt; ERa coact pot: 115; FAK blocker: 0; CD11b adhes inh: nt; Plk1 PBD FP: -14; HIV Rev-RRE inh: 8; ERb coact inh: -5; PLK1 kinase inh: -5
COc1ccc2nc(C)cc(Nc3ccc(N4CCOCC4)cc3)c2c1 is listed as ERa coact inh: 12[fluorescence artefact?]; CD11b adhes enh: -5; ERa coact pot: 97[fluorescence artefact?]; FAK blocker: 2; CD11b adhes inh: -11; Plk1 PBD FP: 7; HIV Rev-RRE inh: -3; ERb coact inh: 14[fluorescence artefact?]; PLK1 kinase inh: -9

Next part:
SMILES	ERa coact inh	CD11b adhes enh	ERa coact pot	FAK blocker	CD11b adhes inh	Plk1 PBD FP	HIV Rev-RRE inh	ERb coact inh	PLK1 kinase inh
CCOC(=O)Cn1c(=O)c2c(nc3n2CCS3)n(C)c1=O	12	-4	111	-3	6	14	4	-5	-6
CCCc1nc(N)c(C#N)c(-c2cccnc2)c1CC	-3	0	114	2	-8	-6	-3	-10	-11
CCCS(=O)(=O)N1CCC(C(=O)NCc2ccco2)CC1	12	-1	95	3	-9	13	5	14	-13
Cc1cnc(NC(=O)CSc2nnc(CNc3ccc(F)cc3)n2CC2CCCO2)s1 (stereo not drawn)	6	3	109	8	12	-5	7	6	4
COCCn1c(C)cc(C(=O)COC(=O)C23CC4CC(CC(O)(C4)C2)C3)c1C	6	1	115	1	-1	13	1	1[fluorescence artefact?]	-11
CSc1nc(-c2ccccc2)nn1S(=O)(=O)c1ccc(Cl)cc1	5[fluorescence artefact?]	1	99	0	3	5	8	5[fluorescence artefact?]	-16
Cc1noc(/C=C/c2ccco2)c1S(=O)(=O)N1CCC(C(=O)N2c3ccccc3CC2C)CC1 (stereo not drawn)	12	66	96	2	-14	-26	6	7[fluorescence artefact?]	-19
S=c1[nH]nc(COc2ccc3c(c2)OCO3)n1-c1ccccc1	-26[fluorescence artefact?]	-4	89	1	-3	5	-5	-27	-8
C=CCn1c(Cc2nc3ccc(Cl)cc3[nH]2)n[nH]c1=S	4	-7	119[fluorescence artefact?]	4	-4	27	5	-1	25
COC(=O)c1c(-c2ccc(OC)c(OC)c2)csc1N	-19	-4	98	0	-3	-14	1	-3[fluorescence artefact?]	-9
CCC(C)NC(=O)Cn1c(=O)n(CCCC(=O)NCc2ccccc2Cl)c(=O)c2ccccc21 (stereo not drawn)	3	-5	96[fluorescence artefact?]	1	0	-6	8	6	-15
NC(=O)C1(NC(=O)[C@@H]2CC3(CC(c4cccc(NC(=O)[C@@H]5CCC(=O)N5)c4)=NO3)CN2C(=O)Cc2ccc(Cl)cc2)CC1 (stereo partly drawn)	nt	nt	nt	2	nt	-13	2	nt	-9
CNC(=O)CSc1nc2nc(C)cc(C)n2n1	-15	-2	94	-2	-8	-3	10	-10	-9
COc1ccccc1-c1nc(C#N)c(N2CCN(C(c3ccccc3)c3ccccc3)CC2)o1	12[fluorescence artefact?]	30	144	7	-8	-23	13	0[fluorescence artefact?]	-29
CC(=O)Nc1ccc(S(=O)(=O)Nc2ccc(N3CCOCC3)cc2)cc1	-5	-3	94	-1	-21	5	1	8	4
CCN(CC)S(=O)(=O)c1ccc(Nc2cc(C)nc3ncnn23)cc1	-1	-3	117	-1	10	-37	6	-9	-5
COc1ccccc1NC(=O)CSc1nc2sc(C)c(C)c2c(=O)n1Cc1ccco1	22[fluorescence artefact?]	0	225*	1	6	19	7	10	-8
CN(C)/C=C/C(=O)c1ccccc1F	nt	-5	nt	0	-1	-12	8	nt	-8
CCOC(=O)C(NC(=O)c1ccc(OC)cc1)(N1CCOCC1)C(F)(F)F (stereo not drawn)	7	-1	81	-1	-32	18	6	-3[fluorescence artefact?]	-17
C=CCN(c1ccccc1)S(=O)(=O)c1ccc2c(c1)oc(=O)n2C	-7	-5	107	1	-15	-6	5	30	-4
COc1ccc(CC(=O)Nc2nnc(C)s2)cc1	-9	-2	108	0	-9	5	2	-4	-3
COc1cccc(C(=O)N(c2ccc(OC)cc2OC)C2C=CS(=O)(=O)C2)c1 (stereo not drawn)	5	-3	102	-6	-8	-12	5	-2	3
O=C(C1CCCN(Cc2cccc(F)c2)C1)N1CCCCC1 (stereo not drawn)	0	-7	106	0	2	10	7	-12	-4
COC(=O)c1ccc(CSc2nnc(NC(=O)c3cc4c(s3)CCCC4)s2)cc1	1[fluorescence artefact?]	34	235*	-4	-2	-9	6	17[fluorescence artefact?]	-18
COCCN1Cc2cccc(C(=O)Nc3ccc4c(c3)OCCO4)c2C1=O	-4	0	122	4	-1	-7	11	-7	-10
O=c1[nH]n(-c2ccccn2)c(=O)c2ccccc12	0	-2	109	6	6	11	3	-5	-4
COc1ccc(CCNC(=O)C2CCN(S(=O)(=O)c3ccc(Cl)cc3)CC2)cc1OC	-8	nt	105	0	nt	9	5	-16[fluorescence artefact?]	-4
Cc1cccc(NC(=O)CC2NC3CCCCC3NC2=O)c1 (stereo not drawn)	1	-3	106	0	30	-4	3	-11	9
CCOC(=O)CCSc1nc(C)c2ccccc2n1	-2	-5	120	3	-17	16	6	-2[fluorescence artefact?]	-8
COc1ccccc1N(CC(=O)NC(C)(C)C)C(=O)Cn1nnc(-c2ccc(C)o2)n1	1	-1	92	1	8	-4	5	4	-17
Cc1sc(NC(=O)C2C3CCC(O3)C2C(=O)O)c(C(=O)OC(C)C)c1-c1ccc(Cl)cc1 (stereo not drawn)	nt	nt	nt	-6	nt	16	-2	nt	-17
